# Screens deposited in PubChem by several laboratories.
# BaF3 tox: parental Ba/F3 cell viability inhibition, counter-screen for JAK2V617F inhibitor project, murine pro-B, CellTiter-Glo luminescence; hit rate 1.1% among 220,000; inhibition, % at 5.6 µM; CellTiter-Glo ATP luminescence;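 active = inhibition above a per-campaign cutoff, the mean inhibition of all tested compounds plus 3 SD, cut at about 27% in these data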;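 also: 0% = DMSO wells and 100% = JAK Inhibitor I control wells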
# S1P4 ag: S1P4 receptor agonists, primary screen, cell-based; S1P4-expressing cell line, agonist reporter assay; hit rate 0.35% among 220,000; Sphingosine 1-phosphate receptor 4 (Homo sapiens), O95977; AID 1509, 2009; activation, % at 4.98 µM; in the data active = activation above about 11%;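 also: 0% = DMSO vehicle and 100% = reference agonist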
# NPY-Y2 PAM-ag: NPY-Y2 potentiators or agonists, primary screen, cell-based; activation, % at 3.6 µM; hit rate 0.45% among 220,000; Neuropeptide Y receptor type 2 (Homo sapiens), P49146; cells expressing NPY-Y2, potentiator/agonist read-out; in the data active = activation above about 27%;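 also: cells stimulated with NPY near EC25 plus isoproterenol at EC100; 0% = vehicle plus submaximal agonist and 100% = vehicle plus saturating agonist; some results beyond the cut were filed as inactive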
# eIF4E 4G PPI: eIF4E–eIF4G protein interaction inhibitors, primary screen, biochemical, uHTS, TR-FRET, eIF4GI fragment; inhibition, % at 21.7 µM; hit rate 0.37% among 220,000; TR-FRET eIF4E-eIF4GI(517-606) binding, 2 h;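 active = inhibition above about 30%, limit read from the data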;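 also: 0% = full FRET control wells and 100% = background wells lacking eIF4GI fragment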
# Target sequence (P63073 whole entry, looked up, the tested form may be a part): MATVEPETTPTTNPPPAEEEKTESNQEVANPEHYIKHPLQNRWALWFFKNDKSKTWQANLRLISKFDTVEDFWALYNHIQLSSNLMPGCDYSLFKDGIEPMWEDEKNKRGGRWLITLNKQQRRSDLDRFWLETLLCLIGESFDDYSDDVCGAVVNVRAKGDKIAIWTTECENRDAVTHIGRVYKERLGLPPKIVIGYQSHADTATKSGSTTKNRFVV
# Target sequence (Q04637 whole entry, looked up, the tested form may be a part): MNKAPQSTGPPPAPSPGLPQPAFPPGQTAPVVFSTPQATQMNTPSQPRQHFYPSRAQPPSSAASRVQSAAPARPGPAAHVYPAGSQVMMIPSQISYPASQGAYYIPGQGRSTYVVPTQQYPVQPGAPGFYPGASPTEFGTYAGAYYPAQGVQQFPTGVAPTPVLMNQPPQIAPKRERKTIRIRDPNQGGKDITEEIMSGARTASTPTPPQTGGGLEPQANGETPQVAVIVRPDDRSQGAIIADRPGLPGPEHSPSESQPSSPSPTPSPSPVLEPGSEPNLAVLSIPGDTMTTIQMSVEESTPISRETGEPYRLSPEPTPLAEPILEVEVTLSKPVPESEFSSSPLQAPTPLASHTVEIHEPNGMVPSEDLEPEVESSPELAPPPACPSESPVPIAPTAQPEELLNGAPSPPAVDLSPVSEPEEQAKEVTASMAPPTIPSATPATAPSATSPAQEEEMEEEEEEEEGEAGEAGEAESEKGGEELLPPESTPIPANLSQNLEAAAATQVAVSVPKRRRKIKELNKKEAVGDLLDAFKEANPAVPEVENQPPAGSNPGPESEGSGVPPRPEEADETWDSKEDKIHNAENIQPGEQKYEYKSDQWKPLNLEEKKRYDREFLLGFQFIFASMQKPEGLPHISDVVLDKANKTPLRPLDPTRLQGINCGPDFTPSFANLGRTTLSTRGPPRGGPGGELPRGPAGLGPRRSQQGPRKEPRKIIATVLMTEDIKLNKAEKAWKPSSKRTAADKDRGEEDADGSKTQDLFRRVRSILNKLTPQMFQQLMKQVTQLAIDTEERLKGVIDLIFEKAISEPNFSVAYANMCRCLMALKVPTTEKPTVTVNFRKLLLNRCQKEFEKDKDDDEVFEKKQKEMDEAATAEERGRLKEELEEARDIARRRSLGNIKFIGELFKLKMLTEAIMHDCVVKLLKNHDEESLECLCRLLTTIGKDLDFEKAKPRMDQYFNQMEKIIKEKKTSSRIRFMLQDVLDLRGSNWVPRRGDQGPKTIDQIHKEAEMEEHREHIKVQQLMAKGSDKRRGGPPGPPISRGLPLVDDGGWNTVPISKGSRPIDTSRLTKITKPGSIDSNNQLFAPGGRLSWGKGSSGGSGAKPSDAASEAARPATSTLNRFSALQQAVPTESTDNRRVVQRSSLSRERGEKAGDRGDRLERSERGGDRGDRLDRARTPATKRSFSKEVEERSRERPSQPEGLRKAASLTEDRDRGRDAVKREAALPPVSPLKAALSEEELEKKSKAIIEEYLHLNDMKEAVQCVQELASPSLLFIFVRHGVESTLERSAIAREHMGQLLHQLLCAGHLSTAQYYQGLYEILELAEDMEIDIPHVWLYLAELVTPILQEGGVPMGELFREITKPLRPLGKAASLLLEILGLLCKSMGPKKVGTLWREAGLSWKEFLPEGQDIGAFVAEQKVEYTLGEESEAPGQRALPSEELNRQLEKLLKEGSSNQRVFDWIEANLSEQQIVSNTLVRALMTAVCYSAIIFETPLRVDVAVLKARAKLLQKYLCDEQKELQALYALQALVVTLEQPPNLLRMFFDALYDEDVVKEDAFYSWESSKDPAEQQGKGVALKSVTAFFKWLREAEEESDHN
# Wee1 stabilizer: Wee1 degradation inhibitors, primary screen, cell-based, HeLa, Wee1K328M-luciferase, luminescence. HeLa Luc-Wee1K328M stability; 100% = proteasome inhibitor MG132 effect. AID 1321, 2008. reporter increase, % at 5 µM. Wee1-like protein kinase (Homo sapiens), P30291. hit rate 1.2% among 220,000;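 active = activation above the mean of all tested compounds plus 3 SD, set per screening run, cut at about 8.8% in these data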;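 also: cells exposed to compound for 20 h before luminescence read; 0% = DMSO alone and 100% = MG132 at 30 µM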
# S1P4 antag: S1P4 receptor antagonists, primary screen, cell-based. Sphingosine 1-phosphate receptor 4 (Homo sapiens), O95977. S1P4-expressing cells, antagonist mode, reporter read-out. hit rate 0.26% among 220,000. inhibition, % at 4.98 µM; in the data active = inhibition above about 29%;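 also: 0% = wells stimulated with agonist and 100% = vehicle wells without agonist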
# Ba/F3 V617F tox: reduced viability of JAK2V617F-dependent Ba/F3 cells, primary screen, JAK2V617F inhibitor project, cell-based, Ba/F3 EpoR-JAK2V617F, luminescence; ATP luminescence; inhibition, % at 5.6 µM; AID 1446, 2008; hit rate 1.1% among 220,000;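 active = inhibition above the campaign mean plus 3 SD over all tested compounds, cut at about 24% in these data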;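 also: cytokine-independent growth of Ba/F3 cells driven by EpoR plus mutant JAK2; 0% = DMSO-treated cells and 100% = JAK inhibitor I control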
# PERK inhibitor: block of dimerizer-induced PERK translation repression, primary screen, PERK inhibitor project, CHO PERK-DD cells, SEAP luminescence, HTS | hit rate 0.17% among 220,000 | CHO PERK-DD fusion, SEAP luminescence translation reporter | Eukaryotic translation initiation factor 2-alpha kinase 3 (Homo sapiens), Q9NZJ5 | inhibition, % at 5.6 µM;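 active = inhibition above the mean inhibition of all tested compounds plus 3 SD, set separately per screening campaign, cut at about 2.9% in these data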;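 also: PERK kinase domain activated by AP20187 dimerizer at 100 nM; 0% = DMSO with dimerizer and 100% = rapamycin at 8.4 µM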
# Mdm2 ligase inh: MDM2-luciferase reporter signal enhancers, primary screen, MDM2 E3 ligase inhibitor project, cell-based, luminescence, 1536-well. E3 ubiquitin-protein ligase Mdm2 (Homo sapiens), Q00987. signal enhancement, % at 5 µM. hit rate 0.11% among 210,000. cell-based MDM2 ubiquitination luciferase reporter, 2 h; 0 = plate control, 100 = twice control, blank-subtracted;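 active = signal enhancement of 30% or more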;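 also: luminescence tracks abundance of the self-degrading MDM2-luciferase fusion protein; higher signal means inhibition of MDM2 E3 ligase activity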
#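 Assay system: stable mammalian line carrying autodegrading MDM2–luciferase fusion reporter; Input: 2000 cells in each well; Compound dosing: single-point 5 µM; Schedule: 2 h compound exposure at 37 °C; Signal: SteadyLite luciferase luminescence after 15 min room-temperature reagent incubation; Evaluation: % luminescence enhancement versus blank-corrected plate control mean; Benchmarks: plate controls and plate blanks.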
# * marks the source's active call; other numbers are inactive results; nt = no result given; [ ] = remark or other dose.
structure	BaF3 tox	S1P4 ag	NPY-Y2 PAM-ag	eIF4E 4G PPI	Wee1 stabilizer	S1P4 antag	Ba/F3 V617F tox	PERK inhibitor	Mdm2 ligase inh
COC(=O)C1=C(C)NC(=O)NC1c1ccc(-c2ccc(Cl)cc2)o1 (centres undefined)	6	2.8	-4	0	1	1	1	-0.6	0
COCCn1nnnc1CN(CCc1ccc(OC)c(OC)c1)Cc1cc2ccc(C)cc2[nH]c1=O	4	0.3	0	-12	-3	-2	4	-1.3	-6
CCC(NC(=O)c1ccccc1NC(=O)c1ccccc1)C(=O)NNC(=O)c1cccnc1 (centres undefined)	1	0.6	-6	1	1	-6	1	-1.2	2
O=C(Nc1cccc2nsnc12)c1ccc2c(c1)OCCO2	3	2.4	-7	2	6	-10	1	0.8	-28
O=C(Nc1nn[nH]n1)c1cc(-c2ccc(Cl)c(Cl)c2Cl)nc2ccccc12	6	1.7	-11	-4	-2	-14	2	0.7	-7
Cc1ccc(NC(=O)C2C(C(=O)O)C3C=CC2C32CC2)cc1 (centres undefined)	1	-0.8	14	3	0	5	3	-0.1	-10
O=S(=O)(Nc1nc(SCc2ccc(Cl)cc2)n[nH]1)c1ccccc1	0	1.0	6	5	-1	17	4	-0.4	-6
COc1cccc(OC)c1OCC(O)CN1CCN(c2ccccc2)CC1 (centres undefined)	-2	-2.3	-14	0	1	-12	5	-1.5	-2
CC12C=CC3(CN(Cc4ccccc4)C(=O)C3C1C(=O)NC1CC1)O2 (centres undefined)	4	-1.2	8	5	-2	1	-1	-0.2	-7
CCC(=O)Nc1cc(-c2nn3c(C)nnc3s2)ccc1C	1	-1.6	-5	-6[fluorescence artefact?]	-3	-16	-4	-0.6	-14
Cc1cc2oc(=O)cc(CN3CCC(C)CC3)c2c(C)c1Cl	6	2.2	10	8	0	-21	2	-0.1	12
Cc1nc2c(C)cccn2c1C(=O)N/N=C/c1ccccc1[N+](=O)[O-]	0	2.8	-8	0	1	4	-2	-0.3	-6
COC(=O)c1ccc(OCC(=O)c2ccccc2)cc1	6	1.7	-7	-2	4	-7	-2	-1.0	-12
CCCn1c(C)cc(-c2csc(N)n2)c1C	5	2.0	4	-2	-1	-5	3	0.3	nt
Cc1oc(/N=C/c2ccccc2O)c(C#N)c1C	2	-0.1	-2	-6	2	8	1	1.5	-8
CCCn1cnc2c(c1=O)c1nc3ccccc3nc1n2CCc1ccccc1	4	-1.2	1	4[fluorescence artefact?]	-3	-17	1	0.0	7
O=C(C1CCN(c2ccc(N3CCOCC3)nn2)CC1)N1CCc2ccccc2C1	2	2.1	-3	nt	5	-6	-2	-0.6	-22
NNC(=O)C1CCCn2c1nc1sc3c(c1c2=O)CCCC3 (centres undefined)	3	2.7	-3	-5	-1	21	-3	-1.8	-10
COc1ccc(CNC(=O)C2CC(=O)N(c3ccc(OCC(=O)N4C(C)CCCC4C)cc3)C2)cc1 (centres undefined)	5	2.7	-3	-4	1	-30	1	0.1	20
CCCCSc1nc2ccccc2n1CC(=O)O	3	1.9	3	-5	-1	-20	-1	0.5	-11
Cc1cccc(NC(=O)c2cnn(-c3ccc(F)cc3)c2C2CCNCC2)c1C	5	1.1	-5	1	-2	-6	1	0.9	-7
COc1ccccc1-n1c(O)c(C=NCc2ccccn2)c2ccccc2c1=O	-5	0.2	-2	0	-3	-12	2	0.3	9
CCN(CC)CCNCc1ccc(Br)cc1OCC(=O)NCc1ccccc1	8	2.7	-1	-1	-3	-8	0	-0.8	-10
O=C(O)CC(CC(=O)Nc1ccc(N2CCOCC2)cc1)c1ccccc1 (centres undefined)	0	2.3	0	0	-1	10	-1	0.6	-14
Cc1cc(C(=O)OC(C)C(=O)Nc2nc(-c3ccccc3)cs2)c(C)o1 (centres undefined)	5	-1.2	-8	4	-2	7	2	1.0	-33
O=C(NC(=S)Nc1ccc(S(=O)(=O)N2CCCC2)cc1)C1CCC1	7	0.8	6	13	-4	-18	2	1.0	24
CCN(CC)C(=O)C(=O)c1cn(CCOc2ccccc2)c2ccccc12	5	0.7	-2	-3	-1	-13	-4	1.5	-27
CCOC(=O)N1CCc2[nH]c3ccc(C)cc3c2C1	12	1.1	-9	-3	0	-8	7	-0.4	2
Cc1ccc(S(=O)(=O)N2CCCCC2)cc1NC(=O)CN1C(=O)CN(C)C1=O	1	1.1	4	4	-2	-8	3	0.6	-6
O=C(NCc1cccnc1)c1cnc2sccn2c1=O	0	-0.4	21	7[fluorescence artefact?]	3	-1	-6	0.6	-14
O/N=C/c1ccnc(SCc2ccccc2)n1	-2	-2.9	17	-2	-1	10	-4	1.5	-10
COC(=O)c1ccc(COc2cc([N+](=O)[O-])cc3cccnc23)o1	4	-0.2	-5	7	5	10	5	-0.2	-2
CCOc1ccccc1NC(=O)N1CCCC1C(=O)Nc1ccc(NC(C)=O)cc1 (centres undefined)	7	-0.7	-3	5[fluorescence artefact?]	-1	-3	3	-0.6	-7
COc1ccc(CC(=O)O/N=C(\N)Cc2ccc(OC)cc2)cc1	3	0.8	-30	-5	-1	9	4	0.2	-14
Cc1ccc(C(=O)NN(C)c2nc3ccccc3nc2C(F)(F)F)cc1	2	0.0	-3	0[fluorescence artefact?]	4	-11	-4	0.6	-10
COc1nccnc1NS(=O)(=O)c1ccc(NC(=S)NC(=O)c2cccc(F)c2)cc1	7	-0.2	-2	3	2	-2	-3	0.4	-2
CN=C1SC(CC(=O)Nc2ccc(N3CCOCC3)cc2)C(=O)N1C (centres undefined)	5	1.6	-14	5	-1	3	-3	0.0	2
CCCc1ccc(-c2cc(C(=O)NN3CCOCC3)c3ccccc3n2)cc1	2	-0.6	-1	0	0	-2	-3	-0.9	1
NC(=O)C1(N2CCCCC2)CCN(C(=S)Nc2ccc(S(N)(=O)=O)cc2)CC1	6	0.5	-17	0	1	-6	3	0.2	-9
CC(=O)COC(=O)CCc1nc2ccccc2[nH]c1=O	-2	-0.1	1	-1	0	-1	1	0.2	-17
COc1ccc(C2C(C#N)=C(N)Oc3n[nH]c(C)c32)cc1Cn1nc(C)c([N+](=O)[O-])c1C (centres undefined)	3	-1.6	-15	-2	2	-64	2	-0.9	-9
COc1cccc(C(=O)Nc2ccc(-c3nnc(-c4ccco4)o3)cc2)c1	4	2.4	-10	-17	3	-9	-2	-0.9	-14
CN=c1c([N+](=O)[O-])nn(-c2ccc3c(c2)OCCO3)n1O	8	-0.3	3	-1	0	0	4	0.5	-16
COC(=O)Cc1c(O)ccn(Cc2ccccc2OC)c1=O	0	0.6	-1	-1	1	6	-2	0.5	15
O=C(c1cccc2ccccc12)N1CCN=C1SCc1ccc([N+](=O)[O-])cc1	5	0.8	4	3	-1	-14	-1	0.9	-12
Cc1ccc(Nc2cc(C)nc3ncnn23)c(Cl)c1	5	-2.1	-6	-1[fluorescence artefact?]	-1	3	1	0.6	-18
Cc1cc(C(F)F)n2ncc(C(=O)N3CCc4ccccc4C3)c2n1	3	-0.1	-14	3	-2	-9	3	-1.1	-4
O=C(Nn1c(Cc2cccs2)nc2ccccc2c1=O)c1ccc(F)c(F)c1	3	-0.9	15	7	0	-12	-3	1.1	0
Cc1cc(C)nc(SCC(=O)N/N=C\c2sccc2C)n1	0	1.3	-6	6	2	-13	4	-0.9	-1
COC(=O)Cc1ccc(NC(=O)c2ccc(C(C)(C)C)cc2)cc1	-1	2.9	10	-4	-1	-16	-3	-1.5	-16
CCCCc1c(C)nn(-c2nnc3c4ccccc4n(C)c3n2)c1C	-2	0.1	1	2	2	-12	-5	0.2	-10
COc1ccc(CCC(=O)Nc2ccc3c(c2)OCCO3)cc1	6	0.4	-24	-2	1	-3	4	-2.0	-11
CCOC(=O)c1ccc(S(=O)(=O)NNC(=O)COc2ccc(C)cc2)cc1	2	3.9	-32	1[fluorescence artefact?]	-1	-29	-3	0.3	-1
Cc1ccc(-c2nnc3n2N=C(c2ccccc2Br)CS3)cc1	5	2.1	-17	1	-1	-8	1	-0.8	-4
CC(C)(C)OC(=O)N1CCCN(C(=O)Nc2cccc(Cl)c2)CC1	0	1.0	13	5	-2	-10	-3	0.1	-1
Cc1cc(C)cc(NC(=O)c2ccc(NC(=O)C3C4CC5OC(=O)C3C5C4)cc2)c1 (centres undefined)	3	2.0	4	-4	2	27	0	0.8	-34
COc1ccc(Cn2nnnc2CN2CCC(c3nc4ccccc4s3)CC2)cc1	4	-2.1	-2	1	-3	-2	-5	-0.2	-27
COc1ccc(-c2nc3ccccn3c2/N=C/c2ccc(OC)c(OC)c2)cc1O	-2	2.1	3	0[fluorescence artefact?]	2	-24	1	-0.3	-5
CCOC(=O)c1c(-c2ccccc2)csc1NC(=O)CCN1CCOCC1	7	-0.5	-8	-2	-3	-15	1	-0.9	-8
Cc1c(NC(=O)Nc2ccc(Cl)cc2)c(=O)n(-c2ccccc2)n1C	8	-0.1	-5	-3	1	7	1	0.4	-15

# (listing goes on)
structure	BaF3 tox	S1P4 ag	NPY-Y2 PAM-ag	eIF4E 4G PPI	Wee1 stabilizer	S1P4 antag	Ba/F3 V617F tox	PERK inhibitor	Mdm2 ligase inh
CC(Oc1cccc(Cl)c1)C(=O)NCc1ccc(S(N)(=O)=O)cc1 (centres undefined)	9	1.5	-5	4	1	-19	1	1.9	-5
COc1ccc(C(=O)NCC(=O)N/N=C/c2cccc(OC(=O)c3ccco3)c2)cc1OC	5	1.1	14	-3	-1	-4	0	0.3	-10
CCOC(=O)CNCCC(=O)c1ccc(Br)cc1	2	0.9	-5	21	-4	-8	-1	1.4	14
CN(C)c1ccc(NC(=O)c2ccc3nsnc3c2)cc1	4	0.8	-9	3	5	-7	-1	-1.2	-11
O=C1CC(c2ccncc2)c2cc3c(cc2N1)OCO3 (centres undefined)	1	5.5	10	4[fluorescence artefact?]	-2	-13	2	-0.1	-3
O=C(COC(=O)CNC(=O)c1ccc(Br)o1)Nc1ccccc1OC(F)F	3	2.2	-10	-1	3	7	4	0.4	-12
O=C(c1cccc(C(F)(F)F)c1)C1CCCN(Cc2ccc(OCCO)cc2)C1 (centres undefined)	5	0.5	2	3	13*	-4	-1	0.4	8
O=C(O)[C@H]1Cc2ccccc2CN1S(=O)(=O)c1ccc(F)cc1	-1	0.3	8	3	-4	-26	-2	0.1	0
